PriA SSB inh: inhibitors of Klebsiella pneumoniae PriA binding to SSB C-terminal tail, primary screen, biochemical, AlphaScreen | inhibition, % at 33 µM | AlphaScreen SSBct-PriA binding, biotinylated peptide | hit rate 0.6% among 430,000; in the data active means inhibition mostly above about 37%, no sharp cut-off; inactive means mostly below about 20%;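 further: plate controls were negative control peptide for no effect and reference peptide for full effect; strong numbers were not always called active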
* hit, by the source's call; & = joins results of further samples. Not all compounds are listed (hit frequency here may not be typical).

SMILES	PriA SSB inh
O=C(NN=Cc1ccccn1)c1ccc(NC(=O)c2ccc(F)cc2)cc1	-9
COc1cc(COCC2CCN(S(=O)(=O)N(C)C)CC2)cc(OC)c1	-2
O=C(Nc1nc(-c2ccccc2)ns1)c1ccc(Cl)cc1	-14
O=C(O)c1ccc(N=Nc2sc3ccccc3c2O)cc1	-17
O=C(Cn1nc2ccccc2n1)NN=Cc1cc([N+](=O)[O-])ccc1O	-14
Cc1cccc(Cn2cnc3c(cnn3CCNC(=O)COc3ccc(Cl)cc3)c2=O)c1	10
CC(=O)c1ccc(S(=O)(=O)NCC2(Sc3ccccc3)CCOCC2)cc1	-8
O=C(Cc1ccccc1Cl)NN=Cc1cccnc1	-13
COC(=O)c1ccc(-n2c(C)cc(C(=O)CSc3nc(C)nc4sc5c(c34)CCCC5)c2C)cc1	6
O=C(CCS(=O)(=O)c1ccccc1)N1CCC(c2nnc(C3CC3)o2)CC1	3
O=S(=O)(Cc1cccc(Cl)c1)NCC1CCN(Cc2ccccc2)CC1	3
Cc1ccc(-n2cnc3cc(C(=O)O)ccc32)c(C)c1	-6
O=C(O)C(=O)N1CCN(CCO)CC1	2
CCOC(=O)N1CCN(C(=O)Nc2nc(CC(=O)NCc3ccncc3)cs2)CC1	-6
COc1ccccc1OCC(=O)NCCn1ccnc1C	-1

Three of the compounds above, comma-delimited.
SMILES,PriA SSB inh
O=C(CCS(=O)(=O)c1ccccc1)N1CCC(c2nnc(C3CC3)o2)CC1,3
O=S(=O)(Cc1cccc(Cl)c1)NCC1CCN(Cc2ccccc2)CC1,3
Cc1ccc(-n2cnc3cc(C(=O)O)ccc32)c(C)c1,-6

Compounds listed so far that have a thiophene ring, fused or not:
SMILES	PriA SSB inh
O=C(O)c1ccc(N=Nc2sc3ccccc3c2O)cc1	-17
COC(=O)c1ccc(-n2c(C)cc(C(=O)CSc3nc(C)nc4sc5c(c34)CCCC5)c2C)cc1	6

Going on with the list:
SMILES	PriA SSB inh
Cc1cc(F)ccc1S(=O)(=O)N1CCC[C@@H]1CS(=O)(=O)c1ccccc1	-11
CCOC(=O)c1oc2ccccc2c1NC(=O)c1ccc(C(=O)Nc2c(C(=O)OCC)oc3ccccc23)s1	-11
Cn1cccc1C(CNC(=O)c1ccc(Cl)c(Cl)c1)N1CCCC1 (stereo not given)	4
CCOc1ccc(-n2nnc3c(=O)n(Cc4nc(-c5cccc(Cl)c5)no4)cnc32)cc1	-8
Cc1cn2c3c(=O)n(Cc4ccccc4Cl)c(=O)n(C)c3nc2n1Cc1ccco1	-7
O=c1c2c3c(sc2ncn1N=Cc1ccc([N+](=O)[O-])o1)CCCC3	-3
CS(=O)(=O)c1ccc2nc(NC(=O)c3ccc(S(=O)(=O)N4CCCC4)cc3)sc2c1	-3
Fc1cccc(C=NNc2nncc3ccccc23)c1	6
O=S(=O)(NC1CCCC1)c1cccc2cnccc12	5
Cc1cc(C)c(S(=O)(=O)Nc2cnc(N(C)C)nc2N(C)C)c(C)c1	-2
O=C(NC[C@H](O)Cn1ccccc1=O)c1cc(-c2ccco2)on1	-12
CCCNCCC1=CCCCC1	-3
CC(=O)N1CCc2c(sc(NC(=O)c3ccc([N+](=O)[O-])s3)c2C#N)C1	23
COC(=O)c1ccc(NC(=O)CCc2csc(NC(=O)c3ccc(Cl)cc3)n2)cc1	-10
CCCc1cc(=O)[nH]c(SCC(=O)Nc2oncc2-c2ccc(C)cc2)n1	-15
O=C(NCCC(O)c1ccoc1)C1CC=CCC1 (stereo not given)	-3
COC1CCN(C(=O)c2ccc(F)cc2Cl)CC1	-7
CSCC(C)(O)CNS(=O)(=O)c1c(C)nn(C)c1C (stereo not given)	3
O=[N+]([O-])c1cc(C(F)(F)F)cc([N+](=O)[O-])c1Sc1cccc2cccnc12	56*
O=S(=O)(CCc1ccccc1)Nc1ccc(N2CCCS2(=O)=O)cc1	-9
O=C(c1csc(-c2ccccc2)n1)N1CCC(Oc2ncccc2Br)CC1	-4
Cc1nc(-c2ccco2)sc1CNS(=O)(=O)c1ccc2c(c1)OCCO2	14
Cc1cc(C)n(-c2cc(NCCNS(=O)(=O)Cc3ccccc3)ncn2)n1	-1
COc1ccc(-c2cnnc(NN=Cc3c(C)nn(-c4ccccc4)c3Cl)n2)cc1	2
CC(C)(C)C(=O)Nc1nc(-c2ccc(Br)cc2)cs1	-12
COCCNC(=O)C(=O)NCCN1CCN(c2ccccc2)CC1	-9&-9
O=C(NCCCn1nc(-c2ccc(F)cc2)ccc1=O)Nc1ccc2c(c1)OCO2	-13&7
Nc1nc2nc3c(c(=O)n2[nH]1)CCC3	-10
CC(=NNC(=O)C1COc2ccccc2O1)c1cc2ccccc2o1 (stereo not given)	5
Cn1nc2c(cc1=O)C[C@@H](C(=O)N1CCN(c3ccccn3)CC1)CC2	-4

Reformatted: results already given
Structure | PriA SSB inh
O=C(O)C(=O)N1CCN(CCO)CC1 | 2
Fc1cccc(C=NNc2nncc3ccccc23)c1 | 6
CCCNCCC1=CCCCC1 | -3
O=C(NC[C@H](O)Cn1ccccc1=O)c1cc(-c2ccco2)on1 | -12

(further entries)
SMILES	PriA SSB inh
Cc1cc(C)cc(NC(=O)Cn2cnc3c(cnn3C3CCS(=O)(=O)C3)c2=O)c1 (stereo not given)	3
N#Cc1cc([N+](=O)[O-])ccc1Oc1cccc(C=NNC(=O)c2ccc(Cl)cc2)c1	-15
CC(O)(CNC(=O)C(=O)NCc1cccs1)Cc1ccco1 (stereo not given)	-11
COc1ccc(OCCn2c(CCNC(=O)C3CCCCC3)nc3ccccc32)cc1	5
Cc1ccc(-c2ccc(=O)n(CCCNC(=O)c3cccs3)n2)cc1	-14
CC(=O)c1sc(NC(=O)CN2C(=O)c3ccccc3C2=O)nc1-c1ccccc1	-13
O=C1Cc2cc(NC(=O)c3ccc4c(c3)OCO4)ccc2N1	-4
O=C(Cc1ccc(NC(=O)C2CC(=O)N(c3ccccc3)C2)cc1)NC1CC1 (stereo not given)	-7
COc1cc(C=NNC(=O)NC2CCCCC2)cc(OC)c1O	0
COc1ccc(NC(C)=O)cc1NC(=O)c1cc(=O)c(OC)co1	-7
C=CCOC(=O)C1C(C)=Nc2[nH]c(=O)[nH]c(=O)c2C1c1ccc(Cl)c(Cl)c1 (stereo not given)	-5
O=C1CCC(=O)N1c1ccc(S(=O)(=O)Nc2ccccc2F)cc1	-4
NC(=O)SCC(=NS(=O)(=O)c1ccccc1)Nc1ccccc1	1
COc1cccc(C(=O)Nc2cc(N3CCCS3(=O)=O)ccc2OC)c1	15
CCOCCn1c(=NC(=O)C(C)C)sc2cc(C)ccc21	-7
Cn1c(C2CC2)nc2ccccc21	-16
Cc1cc(C)c(NC(=O)C(=O)NCCN2CCN(c3ccccc3F)CC2)c(C)c1	4
CCCn1c(NCc2ccccc2)nc2ccccc21	-7
CCNC(=O)C1Cc2ccccc2N1C(=O)c1cc2ccccc2o1 (stereo not given)	-2
N#CCC(=O)NN=Cc1ccc(OCC(=O)Nc2ccc(F)cc2)cc1	-4
Cn1c(SCC(=O)NCc2ccc(Cl)cc2)nc2c(-c3ccccc3)c[nH]c2c1=O	-9
Cc1cc(=O)n2c(n1)SCC2CC(=O)O (stereo not given)	-20&-8
O=C(Nc1cnn(C[C@H]2COc3ccccc3O2)c1)c1ccc(=O)[nH]c1	-22
O=S(=O)(NCC(c1ccsc1)N1CCCCCC1)c1cccc2ccccc12 (stereo not given)	1
CCOC(=O)Cn1c(=NC(=O)c2ccccc2S(C)(=O)=O)sc2cc(CC)ccc21	-8
COc1ccc(C)cc1NC(=O)CS(=O)(=O)c1cccs1	7
CCc1cccc2sc(=NC(=O)c3cccc(OC)c3)n(C)c12	8
CCC(CC)C(=O)NCCn1ncc2c(=O)n(Cc3ccccc3F)cnc21	-8
O=C(CSC1CCCCC1)N1CCc2ccccc21	-18
COC(=O)Nc1ccc2c(c1)C(=O)N(C)c1ccccc1O2	1
O=C(CSc1nnc(-c2ccncc2)o1)c1cccs1	7
O=C(NCc1cnn2c1CCCC2)c1cc(-c2cccs2)[nH]n1	8
CC(=O)c1ccc(NC(=O)Cn2c(-c3cccnc3)nc3ccccc32)cc1	2
C=CCn1c(SCC(=O)c2cc(C)n(-c3ccccc3F)c2C)nc2scc(-c3ccc(Cl)cc3)c2c1=O	-9
CCOc1ccc(C(C)=NNC(=O)Cn2nc([N+](=O)[O-])cc2C)cc1	-19
CCOc1ccc2ccccc2c1C(=O)NCC1(c2cccs2)CCOCC1	-10
O=C(Cn1cnc2c(sc3cccc(F)c32)c1=O)Nc1ccc(Br)cc1F	-12
O=Cc1ccc([N+](=O)[O-])s1	-13
COc1ccc(NC(=O)Nc2nccn(-c3cccc(Cl)c3)c2=O)cc1OC	-7
COCCN1CCCc2ccc(NS(=O)(=O)Cc3cccc(C)c3)cc21	40*
O=C(NCCN1CCC(O)CC1)Nc1cccc(C(F)(F)F)c1	-13
CC(Sc1nc2ccccc2s1)C(=O)Nc1nnc(-c2ccccc2Cl)s1 (stereo not given)	-1
O=C(CN1CCOC1=O)NC1CCN(c2cc(C(F)(F)F)ncn2)CC1	-17
Cc1cc(-c2nnc(NC(=O)C3CCCCN3S(=O)(=O)c3cccs3)o2)nn1C (stereo not given)	9
COCCc1noc(C2CNC2)n1	-19

Not a retest: entries from further up.
SMILES	PriA SSB inh
O=C(NCCN1CCC(O)CC1)Nc1cccc(C(F)(F)F)c1	-13
CC(Sc1nc2ccccc2s1)C(=O)Nc1nnc(-c2ccccc2Cl)s1 (stereo not given)	-1
O=C(CN1CCOC1=O)NC1CCN(c2cc(C(F)(F)F)ncn2)CC1	-17
Cc1cc(-c2nnc(NC(=O)C3CCCCN3S(=O)(=O)c3cccs3)o2)nn1C (stereo not given)	9
COCCc1noc(C2CNC2)n1	-19

New compounds follow.
SMILES	PriA SSB inh
O=C(COc1ccccc1[N+](=O)[O-])NN=Cc1ccncc1	-9
Cc1ccc(NN=C2CCS(=O)(=O)c3sccc32)cc1	12
CCOCC(=O)NCC1CCN(C(=O)OC)CC1	5
CCn1c(SCC(=O)NN=Cc2c[nH]c3ccccc23)nnc1-c1ccc(Cl)cc1	8
COc1cccc(OC(C)c2ccnc3nc(N=CN(C)C)nn23)c1 (stereo not given)	-17
CC(C)(C)C(=O)N1CCc2ccc(NC(=O)C3(c4ccccc4)CCOCC3)cc21	0
COc1ccc(NC(=O)Cn2c(=O)n(Cc3ccccn3)c(=O)c3ncccc32)c(OC)c1	-10
Cc1nnc(NC(=O)C2CSCCC(=O)N2)s1 (stereo not given)	-34
COC(=O)c1ccc(C(=O)N2CC(Oc3nc4c(F)cccc4s3)C2)cc1	-13
Nn1cnc2c(cnn2-c2ccccc2)c1=O	-3
Cc1ccc(Oc2cccc(C(=O)N3CCN(c4cc(Nc5ccccn5)nc(C)n4)CC3)c2)nn1	-3
COC(=O)c1ccc(NC(=O)C(=O)NCCN2CCC(c3cccs3)CC2)cc1	-8
O=C(Cc1ccc(Cl)cc1)Nc1ccc2c(c1)N(C(=O)C1CC1)CC2	4
COc1ccc(OC)c(C=Nn2c(COc3ccccc3)n[nH]c2=S)c1	-13
O=C(CCn1cnc2c([nH]c3ccc(F)cc32)c1=O)N1CCN(c2ccc(Cl)cc2)CC1	-5
O=S(=O)(C1CC1)N1CCC(c2nnc(-c3ccc(F)cc3)o2)CC1	-20
CC(=O)c1ccc(NC(=O)CSc2nc(-c3cccc(C)c3)ns2)cc1	-25
Cc1cc(C)c2c(n1)sc1c(=O)n(CC(=O)Nc3ccc(Cl)cc3C(F)(F)F)cnc12	-12
CCSc1ccccc1C(=O)NCCn1ncc2c(=O)n(Cc3ccc(C)cc3)cnc21	-7&-1
O=C(Nc1ccc2c(c1)N(C(=O)c1ccco1)CC2)c1c(F)cccc1F	2
Cc1cc2ncn(N=Cc3ccc4c(c3)OCO4)c2cc1C	7
O=C(CSc1ccc(NC(=O)c2cccs2)nn1)Nc1nc2ccccc2s1	-6
Cn1cnc(S(=O)(=O)NCCn2ccc(-c3ccsc3)n2)c1	5
CCOc1cc(C)c(C(C)C)cc1S(=O)(=O)n1ccnc1C(C)C	-2
CCOC(=O)CCCc1ccc(C(C)=NNC(N)=S)cc1	7
COC(=O)c1c(C)[nH]c(C=NNc2ccccc2)c1C	8
CSc1ccc(C(O)CNC(=O)NCc2cccs2)cc1 (stereo not given)	1
O=C(CCCSc1ccc(NC(=O)c2ccco2)nn1)Nc1cccnc1	-15
O=C(Nc1cccc([N+](=O)[O-])c1)c1csc2c1CCCC2	26
Cc1ccc2nc(N=C(N)NC(=O)N3c4ccccc4Sc4ccccc43)nc(C)c2c1	23
COc1ccc2c(c1)CCN(C(=O)CN(C)c1nc3ccccc3s1)C2	-10
COc1ccccc1-c1cc(C(=O)NCCn2cnc3ccsc3c2=O)[nH]n1	-13
Cc1ccccc1C(=O)NNC(=O)c1cccn(Cc2ccc(Cl)c(Cl)c2)c1=O	-25
CCCOc1ccc(S(=O)(=O)Nc2ccc3c(c2)C(=O)N(CC)c2ccccc2O3)cc1	33
NCCn1ncc2c(N3CCCCCC3)ncnc21	-1
CCOC(=O)c1ccc(NC(=O)C2CN(c3ncnc4c3nnn4CC)C2)cc1	1
Cn1nc(C(=O)NCCn2ccc(-c3ccsc3)n2)ccc1=O	2
Cc1nc(C)c(C(=O)Nc2ccc(-n3c(C)nc4ccccc4c3=O)cc2C)s1	-17&-8
COc1ccc(C=NNc2ccc([N+](=O)[O-])cc2S(=O)(=O)N2CCN(C)CC2)cc1	-12
Cc1sc2nc(SCC(=O)Nc3nccs3)n(-c3ccc(Cl)cc3)c(=O)c2c1C	-9&10
Cn1cnc(S(=O)(=O)NCC2CCN(c3ncccn3)CC2)c1	-5
Cc1ccccc1-c1noc(CC2CCCN(C(=O)C3CCOC3)C2)n1 (stereo not given)	-3
COCCN(Cc1ccsc1)C(=O)c1ccccc1SC	7
CCOC(=O)NC(C)Cc1ccco1 (stereo not given)	-10

Source: PubChem BioAssay
